# Assay outcomes as filed in PubChem.
# IL1B secr inh – qHTS for Inhibitors of Inflammasome Signaling: IL-1-beta AlphaLISA Primary Screen. THP-1 LPS/ATP IL-1B secretion, AlphaLISA, 16 h; stronger effect = lower value. activity change, % at 57.5 µM. actives 4.7% (n = 360,000). AID 743279, 2014; in the data active means activity change below about -50%; inconclusive means mostly about -30% to -49%; further: on the % scale 0 is the no-effect control and ±100 the full control effect
#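 Secreted IL-1B measured by AlphaLISA bead assay after 16 h compound exposure of THP-1 cells; compounds (final up to 57.5 uM) added 1 h before LPS (250 ng/mL) and ATP (1.25 mM) stimulation; lower signal means less secretion.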
# HT1080NT lethal – qHTS for induction of synthetic lethality in tumor cells producing 2HG: qHTS for the HT-1080-NT fibrosarcoma cell line; HT-1080-NT fibrosarcoma viability, CellTiter-Glo ATP luminescence, 48 h; Potency, µM (series often up to 46.1 µM), for the others: at the highest dose activity, negative = less viability, actives largely listed as cytotoxic; actives 1.6% (n = 360,000); AID 686970, 2013;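 further: NT is the 2HG producing partner of a matched IDH1 knockdown line; potency means the concentration at half of the fitted maximal effect; 0% = DMSO-treated cells and -100% = media-only wells without cells; nearly all actives have a fitted effect of over 55% in size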
#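 Viability of the 2HG-overproducing fibrosarcoma line after 48 hours of compound exposure at 37 degrees C was determined by luminescence with CellTiter-Glo, and concentration-effect curves were then fitted and categorized.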
# HT1080 IDH1KD tx – qHTS for induction of synthetic lethality in tumor cells producing 2HG: qHTS for the HT-1080-IDH1KD cell line; Potency, µM (top dose mostly 46.1 µM), inactives show at the highest dose activity, negative = toxicity, usual class: cytotoxic; HT-1080 IDH1 knockdown viability, ATP luminescence, 48 h; actives 2% (n = 360,000);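 further: potency means the concentration at half of the fitted maximal effect; 0% = DMSO wells and -100% = cell-free medium wells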
#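 Cytotoxicity counter-line: IDH1KD HT-1080, 48 h, CellTiter-Glo. Curves classed by r2, magnitude and activity.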
# KB-3-1 cytotox – qHTS assay for MDR1-selective chemotherapeutics: Primary screen using the parental adenocarcinoma cell KB-3-1; actives 1.4% (n = 400,000); Potency, µM (series often up to 46.1 µM), inactives show at the top dose activity change, negative = cytotoxic, usual class: cytotoxic; AID 1347075, 2019; KB-3-1 viability, CellTiter-Glo ATP luminescence, 72 h; further: potency means the concentration at half of the fitted maximal effect; on the % scale 0 is the no-effect control and ±100 the full control effect; nearly all actives have a fitted effect of over 60% in size
#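 Cytotoxicity in the drug-sensitive parental line KB-3-1 was scored as loss of CellTiter-Glo luminescence following 72 h incubation with compound. Values come from curve fitting of normalized concentration-response data.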
# HEK293 tox – qHTS of GLP-1 Receptor Inverse Agonists: Cytotox Screen; actives 0.13% (n = 410,000); Potency, µM (titrated, usually from 38.3 µM), inactives show top-dose activity change, negative = inhibition, actives largely listed as inhibitors; HEK293 cAMP-luciferase reporter cells, luminescence, 24 h;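 further: loss of luciferase light is scored as toxicity; potency means the concentration at half of the fitted maximal effect; on the % scale 0 is the no-effect control and ±100 the full control effect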
#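 Compound-treated cells are incubated 24 hr at 37 deg C under 5% CO2 after a 12 hour attachment period, then luciferase detection reagent is added and luminescence is measured following 12 min at room temperature; lowered signal indicates toxicity.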
# DRD3 agonist – qHTS of D3 Dopamine Receptor Agonist: qHTS. D(3) dopamine receptor (Homo sapiens), P35462. D3R DiscoveRx beta-arrestin cells, luminescence, 90 min. max activation, %. actives 0.58% (n = 410,000). AID 652048, 2013; in the data active means max activation above about 30%; further: 0% is about no effect; mostly tested at two doses, the higher about 12 µM
# Target sequence (P35462 whole entry, looked up): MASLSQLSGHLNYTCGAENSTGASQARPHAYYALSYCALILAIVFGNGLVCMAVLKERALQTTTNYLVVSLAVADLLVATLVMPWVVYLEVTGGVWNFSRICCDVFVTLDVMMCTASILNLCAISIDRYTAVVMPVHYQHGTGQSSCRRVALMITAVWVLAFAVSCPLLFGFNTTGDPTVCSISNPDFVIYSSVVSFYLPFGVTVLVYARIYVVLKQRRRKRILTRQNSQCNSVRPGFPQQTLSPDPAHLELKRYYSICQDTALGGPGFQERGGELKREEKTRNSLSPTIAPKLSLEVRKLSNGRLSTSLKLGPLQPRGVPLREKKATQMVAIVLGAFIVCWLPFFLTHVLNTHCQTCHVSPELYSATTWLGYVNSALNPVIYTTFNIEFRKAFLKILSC
#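 Cells at 1500/well, incubated overnight, then treated with pinned compounds (dopamine as control) for 90 min at 37 degrees C. DiscoveRx reagent added for 30 - 60 minutes at room temperature; luminescence read.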
# MCF10A rerep – A quantitative high throughput screen for small molecules that induce DNA re-replication in MCF 10a normal breast cells. MCF 10A DNA re-replication, Hoechst nuclear intensity, 48 h. Potency, µM (titrated, usually from 46.1 µM), for inactives: at the top dose activity, positive = re-replication, actives largely listed as activators. actives 2.9% (n = 350,000); further: potency means the concentration at half of the fitted maximal effect; % of control where 0% means no effect; nearly all actives have a fitted effect of over 50% in size
# SW480 rerep – A quantitative high throughput screen for small molecules that induce DNA re-replication in SW480 colon adenocarcinoma cells; Potency, µM (doses to about 46.1 µM), without a hit: at the top dose re-replication activation, most hits filed as activators; SW480 DNA re-replication, Hoechst DNA content imaging, 48 h; AID 624297, 2012; actives 1.8% (n = 340,000); further: potency means the concentration at half of the fitted maximal effect; % of control where 0% means no effect; nearly all actives have a fitted effect of over 55% in size
#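 DNA re-replication was detected as more nuclei of elevated Hoechst intensity after 48 hr exposure to compound (23 nL pinned per well of 250 cells).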
# KB-V1 cytotox – qHTS assay for MDR1-selective chemotherapeutics: Primary screen using the drug-selected MDR subline cells KB-V1; Potency, µM (top dose mostly 46.1 µM), for inactives: at the top dose activity change, negative = cytotoxicity, actives largely listed as cytotoxic; KB-V1 MDR cells viability, CellTiter-Glo, 72 h; actives 3.4% (n = 400,000); further: potency means the concentration at half of the fitted maximal effect; on the % scale 0 is the no-effect control and ±100 the full control effect; nearly all actives have a fitted effect of over 60% in size
#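 Drug-selected KB-V1 cells, grown in DMEM lacking phenol red with 10% FBS, receive compound titrations; after three days at 37 degrees C, surviving cell ATP is quantified by CellTiter-Glo luminescence and responses normalized and curve-fitted.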
# Starred values were filed as active, the others as inactive; ? = inconclusive; / = no result given; & = joins results of further samples; [ ] = another dose, or the depositor's remark. Unless noted, the call rests on the fitted dose curve; in most records, active means well fitted curve in the direction sought with a large enough effect; inconclusive means small, poorly fitted or top-dose-only effect, or another doubt; inactive means no such curve, though single readings can be large; an effect the other way counts as inactive or inconclusive.
SMILES,IL1B secr inh,HT1080NT lethal,HT1080 IDH1KD tx,KB-3-1 cytotox,HEK293 tox,DRD3 agonist,MCF10A rerep,SW480 rerep,KB-V1 cytotox
CCC1(CC)NC(=O)N(CC(=O)OCC(=O)NC(=O)c2ccccc2)C1=O,-10,6%,4%,-1%,1%[0.307 µM],-3,1%,-8%,0%
CCN1CCN(S(=O)(=O)c2ccc(Oc3ccccc3OC)cc2)CC1,-16,-11%,-14%,?,3%,-4,0%,1%,?
COc1ccc(C(CC(=O)O)NC(=O)COc2ccccc2)cc1 (configuration not stated),-9,-4%,-2%,-13%,-13%,1,18%,-3%,0%
O=C(NC1CC1)C1=C[C@@H](c2ccc3c(c2)OCO3)C[C@@H](OCc2ccc(CO)cc2)O1,-9,10%,16%,0%,-2%,1,2%,-12%,0%
CCc1ccccc1N1C[C@@]23C=C[C@@H](O2)C(C(=O)OCC(C)C)[C@H]3C1=O (some centres not stated),-1,9%,-2%,1%,-17%,-5,-4%,-5%,-1%
Brc1ccc2nc3c(n2c1)CCCC3,-7,20%,14%,4%,-19%,-3,-47%[inhibitor],-7%,4%
COC(=O)c1ccc(NC(=O)CN2CCN(c3ccc(Cl)cc3)CC2)cc1,-13,-2%,-1%,-12%&3%,36%&-3%[activator],-14&13,7%,-5%,-17%&0%
COc1ccc(CCNC(=O)COC(=O)c2cnc(C)cn2)cc1,4,5%,2%,2%,2%,5,4%,3%,10%
C[C@@H](NC(=O)c1nc[nH]c1C(=O)N[C@H](C)c1ccccc1)c1ccccc1,-14,-17%,-6%,13%,?,-5,0%,-1%,-17%
CCN1C[C@@H]2[C@@H]3C(=O)N(Cc4ccccc4)C(=O)[C@@H]3[C@](Cc3ccccc3)(C(=O)OC)N2C1=NC,-1,16%,10%,4%,-1%,-5,2%,-16%[9.22 µM],2%
COc1ccc(CN2CCn3nc(C(=O)NC(C)C)cc3C2=O)cc1,26,2%,7%,24%,4%,6,-2%,1%,-21%
COC(=O)c1[nH]c2cc(C)ccc2c1NC(=O)CN1CCc2cc(OC)c(OC)cc2C1,?,-26%,?,?,1%,-17,-1%,0%[9.22 µM],-21%
O=C(CSc1ncnc2[nH]ncc12)Nc1cccc(Oc2ccccc2)c1,-90*,-3%,-17%,15%,-22%,-10,17%,4%[1.84 µM],11%
CCN(C(=O)COC(=O)CCCN1C(=O)c2cccc3cccc(c23)C1=O)C1CCS(=O)(=O)C1 (configuration not stated),-5,0%,2%,-8%,-7%,-1,-1%,-1%,3%
CCOc1ccc(OCC)c(NS(=O)(=O)c2ccc3c(c2)CCCN3C(C)=O)c1,/,/,/,16%,-2%,-3,/,/,-3%
Cc1cc(=O)oc(C)c1C(=O)Nc1cccc2ccccc12,5,6%,6%,13%,7%,0,-9%,-7%,5%
Cc1cc(C)n2nc(SCC(=O)Nc3c(C)nn(-c4ccccc4)c3C)nc2n1,-9,-4%,-3%,-5%,72%[activator],1,1%,-2%,0%
CC(=O)/C=C(\C)Nc1c(C)n(C)n(-c2ccccc2)c1=O,-16,13%,0%,7%,-3%,-9,-40%[inhibitor],-1%,1%
Cc1ccc(NC(=O)C2CCN(c3nnc(C)c4c(C)n(-c5ccccc5)nc34)CC2)cc1Cl,/,/,/,-7%,4%,-7,/,/,7%
COc1ccccc1C(=O)NC(=O)Nc1nc(-c2ccccc2)cc(C(F)(F)F)n1,-24,-2%,1%,-3%,-1%,-9,17%,?,-21%
CC(=O)c1ccccc1C(=O)N(C)C1CCCN(Cc2ccccc2F)C1 (configuration not stated),-8,1%,-1%,6%,-1%,3,12%,1%,-9%
COc1ccc(NC(=O)COC(=O)C2CC(=O)N(c3ccc(OC(C)C)cc3)C2)cc1 (configuration not stated),-1,1%,3%,-1%,-1%,4,-1%,-2%,6%
CC(C)/C=C/C(=O)N1CCC(N2CCC(C(=O)NCc3ccccn3)CC2)CC1,19,0%,5%,4%,7%,4,-5%,-9%,22%
CC(C)c1ccc(NC(=O)NC2CCN(CC(=O)Nc3cccc4ccccc34)CC2)cc1,-12,-13%,-10%,-17%,-24%,1,?,-4%[9.22 µM],?
COC(=O)C(C(=O)Nc1ncccn1)C1CCCCCC1 (configuration not stated),21,8%,10%,16%,-7%,6,-3%,-4%,?
C=Cn1cc[n+](CC(=O)c2ccc(Cl)c(Cl)c2)c1,10,-1%,7%,-12%,-7%,-3,0%,?,?
CCN1C(=O)N[C@@H](c2ccco2)C(C(=O)OC)=C1C,18,-1%,-3%,3%,-18%,-15,6%,-5%,1%
COc1cccc(N2CCN(C(=O)C3Cc4ccccc4N3C(C)=O)CC2)c1 (configuration not stated),/,/,/,12%,-10%,7,/,/,-2%
O=C(CSc1nc2ccccc2c(=O)n1CC1CCCO1)NCc1ccc2c(c1)OCO2 (configuration not stated),-17,-12%,-3%,-15%,11%,-7,18%,0%,?
COc1ccccc1CNC(=O)COc1cccc(-n2cnnn2)c1,5,11%,11%,-10%,4%,-12,-1%,-15%,-5%
CC(C)Sc1nnc(SCC(=O)N(C)C2CCS(=O)(=O)C2)s1 (configuration not stated),1,7%[9.24 µM],7%,0%,9%,1,-8%,-17%,13%
COCCCn1c(SCC(=O)N2CCc3ccccc32)nnc1-c1ccoc1C,-24,-4%,-9%,5%,-2%,-11,3%,16%[9.22 µM],-15%
COc1c2ccc(C(=O)NCc3cc(C(F)(F)F)cc(C(F)(F)F)c3)cc2nn1C,-12,-17%,?,?,2%,9,1%,0%[9.22 µM],-23%
CCOc1cc(C(=S)N2CCOCC2)ccc1OS(=O)(=O)c1ccccc1[N+](=O)[O-],-3,-8%,-7%,?,-15%,0,19%,?,?
O=C(c1cc2ccccc2o1)N1CCN(S(=O)(=O)c2c(F)cccc2F)CC1,-12,5%,9%,-6%,1%,-1,-1%,-3%,16%
COc1cc(NC(=NS(=O)(=O)c2ccccc2)c2ccccc2)ncn1,11,-10%,-4%,11%,-2%,-30,-1%,-1%,9%
O=C(Cn1c(=O)oc2cccnc21)Nc1ccc(C(F)(F)F)cc1,-1,9%,13%,-10%,20%,-9,?,?,4%
CC(=O)c1ccc(OC(C)C)c(CN2CCCCC2)c1,-16,8%,3%,-3%,-9%,-4,10%,?,7%
CCc1cccc(C)c1NC(=O)CCCN1C(=O)C(c2ccccc2)Oc2cccnc21 (configuration not stated),/,/,/,-9%,4%,-8,/,/,?
COc1cc(/C=N/NC(=O)CN(Cc2ccccc2)S(=O)(=O)c2ccc3c(c2)OCCO3)ccc1O,?,-3%,2%,-6%,-19%,-1,?,?,?
CCN(CC)S(=O)(=O)c1ccc(NC(=O)CSc2nnc(-c3ccc(F)cc3)o2)cc1,-4,?,1%[9.24 µM],-4%,1%,-14,-6%,-3%,?
CC(NC(=O)c1cnccn1)c1ccc(S(N)(=O)=O)cc1 (configuration not stated),0,2%,4%,4%,-5%,11,2%,-8%,5%
Cc1ccc(N(CC(=O)NC(C)(C)C)C(=O)CS(=O)CC(=O)Nc2ccc(F)cc2)cc1 (configuration not stated),5,-15%,2%,-7%,-9%,-11,2%,3%,0%
CCOC(=O)c1cnc2c(Cl)cccc2c1NCCN(C)C,-2,-1%,0%,1%,60%,-4,?,?,4%
O=C(c1cnc2n(c1=O)CCS2)N1CCN(c2ccccc2F)CC1,4,13%,5%,18%,1%,0,-1%,-11%,0%

# Random excerpt: 6 records from the list
SMILES,IL1B secr inh,HT1080NT lethal,HT1080 IDH1KD tx,KB-3-1 cytotox,HEK293 tox,DRD3 agonist,MCF10A rerep,SW480 rerep,KB-V1 cytotox
CCOC(=O)c1cnc2c(Cl)cccc2c1NCCN(C)C,-2,-1%,0%,1%,60%,-4,?,?,4%
CCN(CC)S(=O)(=O)c1ccc(NC(=O)CSc2nnc(-c3ccc(F)cc3)o2)cc1,-4,?,1%[9.24 µM],-4%,1%,-14,-6%,-3%,?
COc1cc(NC(=NS(=O)(=O)c2ccccc2)c2ccccc2)ncn1,11,-10%,-4%,11%,-2%,-30,-1%,-1%,9%
CC(=O)c1ccc(OC(C)C)c(CN2CCCCC2)c1,-16,8%,3%,-3%,-9%,-4,10%,?,7%
O=C(c1cnc2n(c1=O)CCS2)N1CCN(c2ccccc2F)CC1,4,13%,5%,18%,1%,0,-1%,-11%,0%
COc1c2ccc(C(=O)NCc3cc(C(F)(F)F)cc(C(F)(F)F)c3)cc2nn1C,-12,-17%,?,?,2%,9,1%,0%[9.22 µM],-23%

# Hits appear at their usual frequency; overall some 11% were active at least once.
